# Screening data from PubChem BioAssay.
# LAP4 TOR yeast = modulators of LAP4-GFP expression in yeast, primary screen, S. cerevisiae, multiplex flow cytometry, MLPCN library; 3 h; median GFP as percent of DMSO wells; GFP response vs DMSO, % at 10 µM; 320,000 compounds, 0.34% hits;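 active = GFP response vs DMSO above a set limit, about the screen mean plus 3 SD, cut at about 150% in these data; inconclusive = under 70 cell events counted for the yeast strain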
# CIT2-GFP yeast = modulators of CIT2-GFP expression in yeast, primary screen, S. cerevisiae, GFP fusion, multiplex flow cytometry, MLPCN library. S. cerevisiae CIT2-GFP strain, 3 h; 100 means same as DMSO wells. GFP response vs DMSO, % at 10 µM. 320,000 compounds, 0.065% hits;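 active = GFP response relative to DMSO above a set limit, near the screen mean plus 3 SD, cut at about 150% in these data; inconclusive = Fewer than 70 cells measured for a yeast strain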;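 note: ratio of well median GFP fluorescence to mean of DMSO wells on the plate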
# AGP1-GFP MLPCN = modulators of AGP1-GFP expression in yeast TOR pathway, primary screen, cell-based, multiplex flow cytometry, S. cerevisiae, MLPCN library; 3 h; GFP as percent of DMSO wells; GFP response vs DMSO, % at 10 µM; 320,000 compounds, 0.02% hits; AID 2066, 2009;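 active = GFP response relative to DMSO above a set limit, near screen average plus 3 SD, cut at about 150% in these data; inconclusive = fewer than 70 cells counted for the yeast strain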;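 note: median GFP channel fluorescence of the gated AGP1 strain per well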
# GRK2 inh = compounds blocking aptamer binding on GRK2 – biochemical, human GRK2, bead flow cytometry, HTS, primary screen; AID 488847, 2010; FAM-aptamer displacement from GRK2; Beta-adrenergic receptor kinase 1 (Homo sapiens), P25098; inhibition of aptamer binding, % at 10 µM; 330,000 compounds, 0.59% hits;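 active = inhibition of aptamer binding above 40%, roughly 3 SD of noise, on plates passing a quality check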;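 note: median bead fluorescence of bound FAM aptamer so fluorescent compounds give negative values; no value below 0 was filed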
# RPL19A-GFP yeast = RPL19A-GFP expression modulators in yeast, primary screen, cell-based, S. cerevisiae, multiplex flow cytometry, MLPCN; S. cerevisiae RPL19A-GFP strain, 3 h; hits give low values; percent response vs DMSO, % at 10 µM; 330,000 compounds, 0.3% hits;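 active = percent response vs DMSO below 50%; inconclusive = fewer than 70 events counted for the yeast strain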;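 note: median channel GFP fluorescence of the barcoded RPL19A-GFP strain; ratio of sample median GFP to plate DMSO average so 100% = DMSO; lower means less RPL19A-GFP as with rapamycin TOR inhibition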
# MEP2-GFP yeast = modulators of MEP2-GFP levels in yeast, primary screen, S. cerevisiae, multiplex flow cytometry, MLPCN library; GFP response vs DMSO, % at 10 µM; 330,000 compounds, 0.51% hits; S. cerevisiae MEP2-GFP strain, 3 h; 100% = DMSO control level; AID 2016, 2009;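 active = GFP response versus DMSO above a set limit, roughly screen mean plus 3 SD, cut at about 180% in these data; inconclusive = fewer than 70 cells counted for a yeast strain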;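 note: median GFP fluorescence of the barcode-gated MEP2-GFP cells per well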
# CR mimetic SO = reduction of superoxide in aged yeast, primary screen, HTS | superoxide response (% of plate mean), % at 10 µM | 330,000 compounds, 0.18% hits | AID 2690, 2010 | S. cerevisiae aged cells, superoxide DHE fluorescence; hits give low values;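 active = superoxide response under a set limit, about three screen SD below normal, cut at about 65% in these data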;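 note: yeast aged for seven days with compound at 30 °C before DHE staining; 100% = average MFI of all compound-treated wells on the plate with controls excluded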
# VLA-4 inh = inhibition in human VLA-4 binding assay, primary screen, VLA-4 allosteric modulator project, MLPCN library, flow cytometry, VLA-4 expressing cells | Integrin alpha-4 (Homo sapiens), P13612 | ligand binding flow cytometry | inhibition, % (about 7 µM as worked out from the volumes in the protocol) | 330,000 compounds, 0.2% hits | AID 2557, 2010; in the data active = inhibition above about 50%
# Target sequence (P13612 whole entry, looked up): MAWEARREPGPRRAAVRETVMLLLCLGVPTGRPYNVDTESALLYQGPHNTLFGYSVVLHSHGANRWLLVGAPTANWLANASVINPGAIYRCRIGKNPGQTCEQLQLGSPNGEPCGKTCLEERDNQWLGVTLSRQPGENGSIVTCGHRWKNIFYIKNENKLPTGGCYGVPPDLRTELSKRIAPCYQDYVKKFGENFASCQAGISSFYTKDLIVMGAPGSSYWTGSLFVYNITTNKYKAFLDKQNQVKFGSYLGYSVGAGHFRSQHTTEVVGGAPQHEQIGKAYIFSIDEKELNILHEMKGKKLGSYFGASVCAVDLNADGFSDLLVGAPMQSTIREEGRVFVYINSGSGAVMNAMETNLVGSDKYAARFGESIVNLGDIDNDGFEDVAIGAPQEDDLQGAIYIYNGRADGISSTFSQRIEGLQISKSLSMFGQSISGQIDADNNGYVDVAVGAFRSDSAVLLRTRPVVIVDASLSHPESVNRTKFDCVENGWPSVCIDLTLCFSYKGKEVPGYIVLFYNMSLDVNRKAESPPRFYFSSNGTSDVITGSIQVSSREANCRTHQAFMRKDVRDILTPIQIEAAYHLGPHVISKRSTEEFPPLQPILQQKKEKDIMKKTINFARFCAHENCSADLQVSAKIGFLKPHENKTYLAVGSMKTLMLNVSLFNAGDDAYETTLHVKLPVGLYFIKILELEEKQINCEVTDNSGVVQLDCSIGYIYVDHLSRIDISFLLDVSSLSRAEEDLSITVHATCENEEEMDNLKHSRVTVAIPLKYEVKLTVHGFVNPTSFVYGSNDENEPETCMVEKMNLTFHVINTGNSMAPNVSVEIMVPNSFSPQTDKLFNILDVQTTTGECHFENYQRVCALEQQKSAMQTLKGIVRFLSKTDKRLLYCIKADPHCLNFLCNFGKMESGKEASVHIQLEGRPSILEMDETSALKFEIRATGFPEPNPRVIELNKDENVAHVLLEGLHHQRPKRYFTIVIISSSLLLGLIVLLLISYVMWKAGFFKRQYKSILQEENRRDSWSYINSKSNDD
# Numbers without * were called inactive; ? = inconclusive; . = not tested or not shown; [ ] = another dose, or the depositor's remark.
SMILES	LAP4 TOR yeast	CIT2-GFP yeast	AGP1-GFP MLPCN	GRK2 inh	RPL19A-GFP yeast	MEP2-GFP yeast	CR mimetic SO	VLA-4 inh
O=C(CCn1cnnn1)Nc1cccc(F)c1	98.2	107.3	106.4	0.0	106.6	103.8	106.9	-7.8
CCCn1nc(C(=O)Nc2nc(-c3ccccn3)cs2)c2ccccc2c1=O	108.2	104.6	96.5	3.0	99.0	101.7	122.8	33.6
COc1ccc(S(=O)(=O)c2ccccc2)cc1NS(=O)(=O)c1cccc(C(=O)O)c1	101.2	97.0	100.8	0.0	97.8	100.7	122.8	-6.2
FC(F)(F)c1ccc(CN2C[C@@H]3C(c4ccccc4)C4(c5cccnc5)CC3(C4)[C@H]2c2ccccc2)cc1 (stereo partly drawn)	117.7	88.5	87.5	0.0	93.7	86.8	90.1	-9.8
N#C/C(=C\c1c(N2CCOCC2)nc2ccccn2c1=O)C(=O)NC1CCS(=O)(=O)C1 (stereo not drawn)	99.8[may fluoresce violet]	?	22.8[may fluoresce violet]	3.0	55.4[may fluoresce violet]	597.6*[may fluoresce violet]	94.1	-6.8
COc1ccccc1-n1nnnc1SC(C)C(=O)NC1CCCC1 (stereo not drawn)	101.7	100.4	93.2	0.0	91.6	99.3	88.0	-1.4
COc1cccc(CC(Cc2nc3ccccc3[nH]2)c2nc3ccccc3[nH]2)c1 (stereo not drawn)	92.2	93.1	95.8	1.0	99.6	101.0	96.7	-5.5
O=C(Nc1ccccc1C(=O)N/N=C/c1ccccc1)c1ccco1	100.9	89.6	95.4	1.0	96.5	93.0	118.5	9.5
Cc1ccc(CSCC(=O)N2CCN(Cc3ccc4c(c3)OCO4)CC2)cc1	95.9	93.5	98.8	1.0	101.4	94.8	106.3	4.7
CCn1cc(/C=C(\NC(=O)c2ccccc2OC)C(=O)NCCCN2CCOCC2)c2ccccc21	105.6	106.8	110.1	0.0	107.7	135.3	97.9	1.6
COc1ccc(C(=O)OCC(=O)c2ccc(Br)s2)c(OC)c1	121.1	79.4	96.6	1.0	93.2	96.0	102.2	-0.5
O=C(c1ccc(F)cc1)N1CCN(c2ccc(N3CCOCC3)nn2)CC1	103.8	99.6	108.7	2.0	99.1	99.8	113.4	8.7
OCC[C@@H]1C[C@H](O)[C@@H](O)[C@]2(Cc3ccccc3CCO2)O1	105.5	82.0	85.0	0.0	95.9	92.5	93.4	-17.3
N#Cc1nc(-c2ccco2)oc1NCc1ccco1	107.5	104.2	99.2	2.0	100.8	107.0	89.6	5.5
Cc1cc(NC(=O)CSc2ncc(CO)n2Cc2ccc(F)cc2)no1	86.7	95.4	88.3	0.0	91.3	100.8	106.7	3.7
COc1ccc(-c2ccc(CCC(=O)O)n2CC(=O)Nc2ccccc2C)cc1	97.3	103.9	96.9	0.0	105.5	114.5	115.4	12.5
NC(=O)c1ccccc1NC(=O)CSc1cn[nH]n1	91.0	107.7	103.3	2.0	105.7	101.6	106.8	7.2
NC(=O)C1CCCN(C(=O)c2ccc3c(c2)NC(=O)CS3)C1 (stereo not drawn)	104.6	91.2	103.6	5.0	102.4	100.7	82.5	6.0
COC(=O)c1ccc(CNC(=O)CSc2nnc(COc3ccccc3)n2C)o1	96.7	102.0	99.5	2.0	96.7	98.9	84.9	-4.3
O=C(c1cc(Cl)nc2ccccc12)N1CCN(S(=O)(=O)c2ccccc2[N+](=O)[O-])CC1	91.8	111.7	98.3	0.0	99.7	100.8	.	0.8
CCOc1ccc(N=Nc2c(=O)[nH]n3c(=O)c4c([nH]c23)CCCC4)cc1	99.4	102.7	100.4	2.0	101.0	104.0	93.3	4.0
CCOc1ccc(C(=O)NCc2ccccc2OC)cc1	86.8	92.4	93.3	1.0	96.6	101.0	94.8	17.4
CS(=O)(=O)c1cccc(S(=O)(=O)N2CCCCCC2)c1	88.7	95.7	95.1	11.0	96.9	90.2	108.9	12.4
Nc1ncnc(Nc2ccccc2Cl)n1	108.8	108.1	114.7	3.0	93.9	90.7	96.6	6.5
CC1CCC/C(=N\NC(=O)c2ccncc2)C1 (stereo not drawn)	99.3	103.5	106.6	3.0	105.5	102.3	132.1	-6.3
Cc1c(C(=O)O)oc2ccc(S(=O)(=O)N3CCCC3)cc12	110.5	107.8	110.7	0.0	98.7	100.7	88.5	-4.6
O=C(O)CCCn1cc(NC(=O)c2c(F)cccc2F)cn1	96.6	98.8	98.3	0.0	97.2	102.3	101.9	2.9
CCCCCCCCCC[N+](C)(C)CC/C=C1/c2ccccc2Sc2ccc(Cl)cc21	103.0	90.3	95.9	0.0	93.0	108.5	107.9	8.5
CN1CC2([N+](=O)[O-])CC=C(OCCO)C([N+](=O)[O-])(C1)C2 (stereo not drawn)	110.0	90.7	103.4	2.0	92.9	92.9	96.8	-2.0
O=C(c1cc(-c2cccnc2)nc2ccccc12)N1CCN(S(=O)(=O)c2cccs2)CC1	94.9	98.4	95.1	2.0	94.5	96.4	107.4	13.0
CCC1=C(OC(=O)N(CC)CC)N2C(=O)OC(=NCC3CC3)[C@]2(Cc2ccccc2)[C@H]2C1=CC[C@H]1C(=O)NC(=O)[C@H]12	112.2	70.4	86.9	0.0	93.2	87.6	92.1	10.2
COc1cccc(NC(=O)CN(C)C(=O)c2cc(-c3ccco3)nc3ccccc23)c1	95.3	86.6	101.3	5.0	90.9	102.7	100.9	3.6
c1ccc(-c2oc3ncnc(NCCN4CCOCC4)c3c2-c2ccccc2)cc1	106.2	94.7	97.2	1.0	97.2	103.0	115.1	15.7
COc1ccccc1Cn1c(=O)oc2ccc(C)cc21	92.4	91.7	89.8	4.0	93.7	97.4	93.0	-5.0
Cc1noc(COc2ccccc2OCC(O)CNC(C)(C)C)n1 (stereo not drawn)	93.3	89.3	92.6	1.0	97.0	98.3	117.3	4.5
CCC(CC)c1nnc(NC(=O)Cc2ccccc2[N+](=O)[O-])s1	89.6	.	93.1	2.0	94.2	97.2	102.3	9.1
COc1ccc2nc(SCC(N)=O)[nH]c2c1	101.1	108.2	105.1	0.0	104.1	108.6	86.3	-2.8
Nc1ccc(-c2nnc(-c3ccc(N)cc3)o2)cc1	91.5	97.7	94.5	1.0	103.2	110.8	105.2	-4.2
O=C(NCc1ccc(C(F)(F)F)cc1)C1CC(c2c(Cl)cccc2Cl)=NO1 (stereo not drawn)	114.1	110.0	95.5	1.0	107.8	98.6	102.9	-3.9
COC(=O)Nc1nc2c(s1)CCCC2	99.3	95.7	91.9	6.0	96.0	88.8	93.2	-8.2
Cn1c(/C(C#N)=C(\O)COc2ccc3ccccc3c2)nc2ccccc21	86.6	87.0	106.3	1.0	100.6	94.1	104.0	2.3
COc1ccccc1NC(=O)C(=O)N(c1cccnc1)C(C(=O)NC(C)(C)C)c1ccccc1 (stereo not drawn)	93.7	96.5	98.8	0.0	98.4	98.3	110.9	-24.5
Cc1ccsc1-c1n[nH]c(=S)n1C1CCCCC1	100.7	94.9	100.2	0.0	106.4	115.4	117.9	6.3
CCCc1ccc(C(=O)NNc2ccccc2F)cc1	108.1	100.6	93.3	0.0	93.2	107.8	93.4	5.4
COCCNC(=O)C(=O)NCCN1CCOCC1	93.9	101.4	103.5	3.0	103.4	100.3	107.0	4.8
Cc1ccc(C)c(NS(=O)(=O)c2cc(Br)cnc2N)c1	99.4	110.0	99.2	0.0	100.3	104.4	98.1	11.5
COc1cccc(C(=O)/C=C2\Sc3ccccc3N2C)c1	124.0	85.8	110.0	4.0	95.9	106.8	116.0	1.6
COc1cccc(OCC(=O)Nc2cc(Cl)ccc2Oc2ccccc2)c1	100.5	102.0	102.9	0.0	105.6	101.5	111.6	27.9
Cc1ccc(NC(=O)c2c(Cl)n(C)c3ccccc23)cc1	120.5	109.9	.	3.0	100.7	116.7	94.3	2.3
C=COCCn1c(-c2nonc2N)nc2ccccc21	110.7	91.0	91.8	3.0	95.0	105.2	99.7	4.4
O=C(c1ccc2c(c1)OCO2)N1CCN(c2ccccc2F)CC1	103.4	100.2	107.7	0.0	99.3	106.9	76.6	-18.3
O=c1c2ccccc2nc2n1-c1ccccc1CCC2	87.3	83.1	102.8	0.0	99.2	103.5	113.2	-14.1
COC(=O)c1ccc(C(=S)N2CCCCC2)cc1	96.5	105.5	96.4	4.0	108.2	98.8	101.9	57.3*
COc1ccc(-c2cc(C(=O)N3CCN(c4ccccn4)CC3)c3ccccc3n2)cc1	100.8	97.8	106.7	4.0	97.6	104.6	76.9	1.2
CC(C)(C)c1ccc(C(=O)Nc2c3c(nn2C(C)(C)C)CS(=O)(=O)C3)cc1	76.0	99.1	90.6	0.0	108.2	101.2	101.2	8.9
Cc1ccc2nc(Nc3ncc4c(n3)CC(C)(C)CC4=O)nc(C)c2c1	98.2	111.3	110.9	0.0	105.0	105.4	96.5	-2.9
COCCCNC(=O)CN(c1cc(Cl)ccc1OC)S(C)(=O)=O	102.0	98.5	99.8	1.0	95.8	98.4	96.2	19.2
COc1cc2c(cc1OC)CN(C(=O)Cc1ccc(OC)c(S(=O)(=O)N3CCOCC3)c1)CC2	86.5	93.9	94.1	0.0	91.7	94.8	91.1	-7.1
Cc1nn2c(N3CCN(C(=O)c4ccco4)CC3)cc(C(C)(C)C)nc2c1-c1ccccc1	107.4	94.4	100.1	0.0	101.6	99.9	106.9	7.6
Cn1c(=O)[nH]c(=O)c2c1nc(CN1CCN(c3cccc(Cl)c3)CC1)n2CCCc1ccccc1	97.9	95.5	96.6	4.0	98.3	100.5	98.1	19.6

# Next part.
SMILES	LAP4 TOR yeast	CIT2-GFP yeast	AGP1-GFP MLPCN	GRK2 inh	RPL19A-GFP yeast	MEP2-GFP yeast	CR mimetic SO	VLA-4 inh
Cc1ccc(OCC(=O)NNC(=S)NC(=O)C2CCCCC2)c(C)c1	89.4	90.2	93.2	0.0	102.9	99.5	134.4	7.3
CCOc1ccc(NC(=O)CCSc2ccc3ccccc3n2)cc1	92.5	80.2	92.4	4.0	102.2	90.3	102.8	-1.1
OCCC#Cc1ccc(CN2CCN(CCc3ccccc3)C(CCO)C2)cc1 (stereo not drawn)	96.1	102.8	104.7	0.0	103.8	111.2	105.4	4.5
O=C(CN1CCN(c2ccc(F)cc2)CC1)Nc1ccc(-n2cnnn2)cc1	95.4	99.1	96.7	0.0	93.4	94.8	96.0	-17.1
Cc1csc(NC(=O)C2CCCN2C(=O)OCC(C)C)n1 (stereo not drawn)	103.8	109.1	102.7	1.0	99.0	112.9	97.3	-1.3
Cc1ccc(C2CC(=O)NC(SCc3ccccc3)=C2C#N)cc1 (stereo not drawn)	102.1	86.2	103.8	8.0	100.1	97.5	96.5	-0.2
O=C(Oc1cccc(C(=O)N2CCOCC2)c1)c1ccc(Br)cc1	112.2	.	109.2	0.0	110.4	104.2	135.2	7.4
CCOc1ccc(C(=O)CCC(=O)NC(C)C(=O)OC)cc1 (stereo not drawn)	114.3	105.0	104.1	0.0	100.0	132.0	92.6	11.1
O=C(Nc1nnc(Cc2ccc(F)cc2)s1)Nc1ccccc1F	87.7	96.9	96.0	0.0	100.7	105.6	98.6	3.5
